HT1080 IDH1KD tx – toxicity to HT-1080 IDH1 knockdown cells (counter line); HT-1080 IDH1 knockdown viability, ATP luminescence, 48 h; AID 686971; Potency, µM (highest dose often 46.1 µM), without a hit: at the top dose activity, negative = toxicity, most hits filed as cytotoxic; actives 2% (n = 360,000);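 also: 0% = DMSO wells and -100% = cell-free medium wells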
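Luminescent ATP read-out (CellTiter-Glo, 10 min at room temperature) after 48 h compound exposure at 37 °C gave viability of IDH1-knockdown HT-1080 cells. Activity was normalised to DMSO and cell-free wells, then fitted as concentration-response curves.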
SW480 rerep – DNA re-replication induction in SW480 cells | AID 624297 | Potency, µM (highest dose often 46.1 µM), without a hit: at the top dose re-replication activation, hits mostly activators | SW480 DNA re-replication, Hoechst DNA content imaging, 48 h | actives 1.8% (n = 340,000); also: % of control where 0% means no effect; nearly all actives have a fitted effect of over 55% in size
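Readout is total intensity of Hoechst-stained nuclei, excited at 405 nm and collected at 500-530 nm. Compound treatment lasted 48 hr at 37 C in 5% CO2 before staining.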
TDP43 rescue – inhibitors of TDP-43 toxicity in yeast | TDP-43 expressing yeast growth rescue, BacTiter-Glo, 24 h | Potency, µM (series often up to 46.1 µM), for the others: top-dose growth rescue (activation), actives largely listed as activators | actives 1.8% (n = 410,000); also: % of control where 0% means no effect; nearly all actives have a fitted effect of over 50% in size
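Luminescence from BacTiter-Glo reports growth of TDP-43-expressing yeast after 24 hr at 30 deg C with compound. Cells were raffinose-pregrown to mid-log, then seeded in galactose medium at OD600=0.02.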
GLP1R cytotox – cytotoxic in the GLP-1 receptor inverse agonist counter-screen; HEK293 cAMP-luciferase reporter cells, luminescence, 24 h; Potency, µM (doses to about 38.3 µM), without a hit: at the top dose activity change, negative = inhibition, usual class: inhibitors; actives 0.13% (n = 410,000);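 also: loss of luciferase light is scored as toxicity; % is scaled to controls: 0 for no effect and ±100 for the full control effect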
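Luminescence readout: signal drop marks cytotoxicity. Plated cells grew 12 h at 37 °C, 5% CO2, received 23 nL compound for 24 h, then got luciferase reagent, read after 12 min at RT.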
KB-V1 cytotox – KB-V1 MDR subline cytotoxicity; AID 1347076; Potency, µM (series often up to 46.1 µM), for the others: top-dose activity change, negative = cytotoxicity, usual class: cytotoxic; KB-V1 MDR cells viability, CellTiter-Glo, 72 h; actives 3.4% (n = 400,000); also: % is scaled to controls: 0 for no effect and ±100 for the full control effect; nearly all actives have a fitted effect of over 60% in size
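Cells of the MDR subline KB-V1 are plated, dosed with compound at multiple concentrations, and incubated 72 h at 37 degrees C; CellTiter-Glo is then added and luminescence read after 10 min.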
GLP1R inv ag – inverse agonists of human GLP-1 receptor; actives 1.6% (n = 410,000); AID 624417; HEK293 GLP-1R CRE-luciferase, luminescence, 24 h; GLP-1R form is constitutively active; Potency, µM (highest dose often 38.3 µM), for inactives: at the highest dose activity change, negative = inhibition, usual class: inhibitors; P43220; also: % is scaled to controls: 0 for no effect and ±100 for the full control effect; nearly all actives have a fitted effect of over 55% in size
Target sequence (P43220 whole entry, looked up): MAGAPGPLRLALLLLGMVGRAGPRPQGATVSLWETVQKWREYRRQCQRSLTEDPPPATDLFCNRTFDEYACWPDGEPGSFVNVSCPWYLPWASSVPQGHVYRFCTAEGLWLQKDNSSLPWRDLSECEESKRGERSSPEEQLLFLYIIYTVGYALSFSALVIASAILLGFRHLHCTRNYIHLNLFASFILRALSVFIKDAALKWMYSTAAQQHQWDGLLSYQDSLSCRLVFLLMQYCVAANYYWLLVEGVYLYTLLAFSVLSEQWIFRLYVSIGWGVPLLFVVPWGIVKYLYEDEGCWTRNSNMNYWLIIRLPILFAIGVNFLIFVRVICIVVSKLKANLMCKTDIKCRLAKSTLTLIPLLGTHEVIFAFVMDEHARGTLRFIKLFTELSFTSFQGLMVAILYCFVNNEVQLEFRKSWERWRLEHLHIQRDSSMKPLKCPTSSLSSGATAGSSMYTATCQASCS
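Assay principle: reduced luminescence from a cAMP-responsive reporter in HEK293 cells co-expressing a constitutively active GLP-1R. Conditions: 24 hr compound incubation, 37 deg C, 5% CO2.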
GLP-1R agonist – agonists of human GLP-1 receptor | AID 624172 | HEK293 GLP-1R CRE-luciferase, luminescence, 4-6 h; cells express a hypersensitive GLP-1R form | P43220 | Potency, µM (doses to about 45.6 µM), inactives show at the highest dose activation, usual class: activators | actives 0.007% (n = 380,000); also: % of control where 0% means no effect
HT1080-NT tox – kills 2HG-producing HT-1080-NT fibrosarcoma cells. actives 1.6% (n = 360,000). Potency, µM (series often up to 46.1 µM), inactives show top-dose activity, negative = less viability, usual class: cytotoxic. HT-1080-NT fibrosarcoma viability, CellTiter-Glo ATP luminescence, 48 h;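 also: NT is the 2HG producing partner of a matched IDH1 knockdown line; 0% = DMSO-treated cells and -100% = media-only wells without cells; nearly all actives have a fitted effect of over 55% in size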
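HT-1080-NT; 750 cells/well; 5% FBS RPMI; 48 h compound, 37 degrees C; CellTiter-Glo luminescence; curve fitting and curve-class assignment.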
KB-3-1 tox – KB-3-1 parental cell cytotoxicity; KB-3-1 viability, CellTiter-Glo ATP luminescence, 72 h; Potency, µM (highest dose often 46.1 µM), without a hit: at the top dose activity change, negative = cytotoxic, most hits filed as cytotoxic; actives 1.4% (n = 400,000); also: % is scaled to controls: 0 for no effect and ±100 for the full control effect; nearly all actives have a fitted effect of over 60% in size
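Multi-concentration cytotoxicity screen in KB-3-1 cells grown in DMEM lacking phenol red with 10% FBS. After 72 h at 37 °C with compound, ATP-dependent luminescence was recorded.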
Active calls of the source: *; ? = inconclusive; . = no result given; [ ] = dose if it differs, or a comment. Calls follow the shape of the dose curve; as a rule, active = well fitted curve in the direction sought with a large enough effect; inconclusive = small, poorly fitted or top-dose-only effect, or another doubt; inactive = no such curve, though single readings can be large; an effect the other way counts as inactive or inconclusive. Potency is read from the fitted curve at half-maximal effect.

cpd	structure	HT1080 IDH1KD tx	SW480 rerep	TDP43 rescue	GLP1R cytotox	KB-V1 cytotox
1	CCCCOC(=O)Nc1nc(C)c(C(=O)OCC)s1	6.6%	-6.7%	?	4.4%	11.6µM*
2	CCn1c(=O)c2cc(C(=O)NCCOC)sc2c2ccccc21	6.2%	-9.5%	8.4%	-0.2%	-22.8%
3	CCc1ccc2nc(N3CCN(C(=O)C(C)(C)C)CC3)sc2c1	5.7%	-7.4%	?	-4.2%	?
4	Cc1ccc(NC(=O)CN(C)C(=O)CSc2ccc3c(c2)OCCO3)cc1	-1.9%	-30.3%[inhibitor]	?	3.3%	-26.5%
5	Cc1cc(C)n2nc(S(=O)(=O)N(C)c3ccccc3)nc2n1	0.0%	-8.0%	9.4%	3.5%	-0.4%
6	O=C(CSc1nc2c(c(=O)n1-c1ccc(Br)cc1)SCC2)Nc1nccs1	12.3%	0.9%	14.6%	-7.4%	14.9%
7	COc1cc2[nH]c(=O)n(CCC(=O)NCCC(C)C)c(=O)c2cc1OC	2.4%	-6.5%	12.6%	1.9%	22.0%
8	Brc1cccc(OCCOCCn2ccnc2)c1	-3.9%	-3.5%	-21.2%	1.3%	-11.9%

cpd	GLP1R inv ag	GLP-1R agonist	HT1080-NT tox	KB-3-1 tox
1	44.5%[activator]	2.5%	3.9%	0.9%
2	66.2%[activator]	10.5%	14.1%	18.8%
3	?	1.8%	-3.8%	-20.9%
4	-6.3%	2.3%	3.5%	-0.2%
5	-2.1%	-4.8%	14.9%	1.3%
6	4.1%	-7.2%	14.1%	0.2%
7	0.0%	-10.1%	5.6%	22.3%
8	6.7%	2.3%	-6.8%	?

Single records (already shown). Order of values: HT1080 IDH1KD tx | SW480 rerep | TDP43 rescue | GLP1R cytotox | KB-V1 cytotox | GLP1R inv ag | GLP-1R agonist | HT1080-NT tox | KB-3-1 tox
Listed for Cc1cc(C)n2nc(S(=O)(=O)N(C)c3ccccc3)nc2n1 → 0.0% | -8.0% | 9.4% | 3.5% | -0.4% | -2.1% | -4.8% | 14.9% | 1.3%
Listed for CCn1c(=O)c2cc(C(=O)NCCOC)sc2c2ccccc21 → 6.2% | -9.5% | 8.4% | -0.2% | -22.8% | 66.2%[activator] | 10.5% | 14.1% | 18.8%
Listed for COc1cc2[nH]c(=O)n(CCC(=O)NCCC(C)C)c(=O)c2cc1OC → 2.4% | -6.5% | 12.6% | 1.9% | 22.0% | 0.0% | -10.1% | 5.6% | 22.3%

New compounds follow
cpd	structure	HT1080 IDH1KD tx	SW480 rerep	TDP43 rescue	GLP1R cytotox	KB-V1 cytotox
9	CCOC(=O)[C@]12CCC=C1N(Cc1ccc3c(c1)OCO3)C(=O)[C@H](CC(=O)N1CCOCC1)C2	13.8%	.	17.9%	4.8%	?
10	Cc1ccc2nsnc2c1S(=O)(=O)N(CCO)Cc1cc2cc3c(cc2[nH]c1=O)OCCO3	-7.5%	1.2%	-11.3%	?	4.6%
11	O=C(c1cc(Cl)ccc1[N+](=O)[O-])N1CCc2ccccc2C1	2.6%	9.2%	-0.2%	-16.5%	4.2%
12	Cc1cccc(NS(=O)(=O)c2ccc(-c3ccc(=O)[nH]n3)o2)c1	2.4%	-23.4%	-4.1%	-26.8%	22.4%
13	CC(O)c1c(OCc2ccccc2)ncnc1OCc1ccccc1 (stereo not given)	-14.2%	-1.7%	10.5%	74.1%[activator]	?
14	CSc1nnc(Cc2cc(=O)[nH]c(=O)[nH]2)n1-c1cccc(C)c1	11.5%	-16.0%	16.0%	-9.8%	6.0%
15	Cc1cc(-c2cc(C(=O)O)c3ccccc3n2)c(C)s1	-9.3%	10.7%	-5.2%[9.22 µM]	-9.8%	-9.9%
16	Cc1ccsc1CN(C)C(=O)c1ccc(Oc2ccccc2)cc1	-2.0%	7.8%	9.5%	6.9%	-13.9%

cpd	GLP1R inv ag	GLP-1R agonist	HT1080-NT tox	KB-3-1 tox
9	5.4%	-2.4%	13.3%	12.8%
10	0.0%	4.5%	-2.2%	4.9%
11	?	-0.8%	3.3%	8.2%
12	0.8%	4.1%	21.4%	-4.3%
13	?	2.1%	-0.8%	?
14	0.6%	-11.6%	11.6%	5.2%
15	12.9%	-3.4%	-23.0%	?
16	?	18.3%	-3.7%	2.8%

Remaining list, next part.
cpd	structure	HT1080 IDH1KD tx	SW480 rerep	TDP43 rescue	GLP1R cytotox	KB-V1 cytotox
17	COc1ccccc1NC(=S)N(Cc1ccc(C)cc1)Cc1cccnc1	18.3%	-1.1%	-23.5%	17.4%	-28.1%
18	CC(CC(=O)O)CC(=O)Nc1ccc(S(N)(=O)=O)cc1 (stereo not given)	14.7%	-2.6%	-23.9%	-4.1%	2.9%
19	C=CCNCC(=O)N1N=C(c2ccc3ccccc3c2)CC1c1ccc(OC)cc1 (stereo not given)	23.1µM*	?	5.0%	?	-28.6%
20	CC(C)CNC(=O)C1(C)CCCN1C(=O)c1ccc2ccccc2n1 (stereo not given)	?	.	13.4%	4.0%	1.2%
21	CC1CC1C(=O)Nc1cc(C(F)(F)F)ccc1N1CCOCC1 (stereo not given)	-0.1%	-7.5%	4.4%	-0.5%	0.0%
22	COc1ccc(NC(=O)N(C)C[C@@H]2OCc3cn(nn3)CCCC(=O)N([C@@H](C)CO)C[C@H]2C)cc1	3.9%	.	0.0%	-2.4%	0.0%
23	O=C(NCCCC(=O)N1CCOCC1)c1cccnc1	17.2%	-0.4%	5.0%	-10.6%	?
24	COc1cccc(N2CCN(C(=O)c3cnc4c(-c5ccc(F)cc5)c(C)nn4c3C)CC2)c1	.	.	8.4%	2.3%	8.7%

cpd	GLP1R inv ag	GLP-1R agonist	HT1080-NT tox	KB-3-1 tox
17	-13.7%	3.1%	7.1%	6.8%
18	3.8%	-3.3%	16.8%	-4.3%
19	12.6µM*	20.7%	23.1µM*	-9.0%
20	-19.1%	11.8%	8.0%	0.0%
21	27.2%	21.0%	23.1%	-0.3%
22	-2.6%	-4.8%	2.9%	7.2%
23	12.7%	-5.2%	11.6%	7.1%
24	?	.	.	2.2%

Continued:
cpd	structure	HT1080 IDH1KD tx	SW480 rerep	TDP43 rescue	GLP1R cytotox	KB-V1 cytotox
25	O=C(NCc1n[nH]c(=S)n1-c1ccc(Br)cc1)c1ccc(S(=O)(=O)N2CCOCC2)cc1	13.6%	1.2%	1.4%	-0.7%	-0.8%
26	COc1ccc(C)cc1N(CC(=O)N1CCCCCC1)S(C)(=O)=O	0.1%	1.0%	5.3%	12.3%	-21.2%
27	O=C1NN(c2ccccc2)C(=O)/C1=C/c1ccc(-c2ccc(Cl)c(C(=O)O)c2)o1	-7.5%	-6.3%	-2.9%	-6.8%	5.3%
28	Cc1cc(C(=O)OCC(=O)N2CCN(C(=O)c3ccco3)CC2)c(C)n1-c1ccc(F)cc1	15.5%	-5.4%	-5.3%	-1.4%	-25.5%
29	C/C=C/c1ccc2c(c1)O[C@@H](CN(C)C(=O)c1ccc(F)cc1)[C@@H](C)CN([C@H](C)CO)S2(=O)=O	1.8%	.	22.9%	-4.0%	6.4%
30	CCOc1ccccc1C(=O)N(Cc1cc(OC)c(OC)c(OC)c1)C1CCS(=O)(=O)C1 (stereo not given)	.	.	20.3%	-3.5%	15.3%
31	CCN(CC)CCCNc1cc(-c2ccccc2)nc(C)n1	.	.	11.3%	-7.7%	7.7%
32	CCCCc1nn2c(=O)cc(COC(=O)c3ccc(NC(=O)c4cccc(OC)c4)cc3)nc2s1	.	.	0.2%	13.2%	?

cpd	GLP1R inv ag	GLP-1R agonist	HT1080-NT tox	KB-3-1 tox
25	1.6%	7.3%	8.1%	-3.4%
26	6.8%	-0.7%	9.9%	0.0%
27	?	0.3%	-12.8%	2.6%
28	?	-8.9%	3.6%	-0.3%
29	14.4%	-0.4%	-5.1%	-4.1%
30	1.8%	.	.	0.4%
31	-9.5%	.	.	-10.2%
32	4.3%	.	.	12.4%

Additional structures:
cpd	structure	HT1080 IDH1KD tx	SW480 rerep	TDP43 rescue	GLP1R cytotox	KB-V1 cytotox
33	COc1cc(/C=C2\S/C(=N/S(=O)(=O)c3ccc(C)cc3)NC2=O)c([N+](=O)[O-])cc1OC	2.1%	-12.5%	-5.3%	-1.2%	16.0%
34	Nc1[nH]c(N=NC(=O)c2ccc(Cl)cc2)c2ccccc12	11.8%	-4.3%	-3.7%	-23.5%	13.4%
35	CCCn1nnc(NC(=O)c2ccc(F)cc2)n1	9.7%	-2.2%	-5.4%	-5.6%	0.0%
36	COc1cc(CCC(=O)O)on1	0.0%	-15.1%	11.2%	-18.4%	6.7%
37	COc1cccc(-c2ccc3c(c2)O[C@@H](CN(C)Cc2cncnc2)[C@@H](C)CN([C@H](C)CO)S3(=O)=O)c1	0.2%	.	-1.1%	6.6%	21.3%
38	COc1ccccc1-c1nnc(C2CCN(S(=O)(=O)c3cccc([N+](=O)[O-])c3)CC2)o1	-4.3%	-7.5%	4.0%	-26.6%	5.4%
39	COc1ccc(C(=O)c2ccc(OC)c(N)c2)cc1N	11.0%	-15.7%	7.8%	-14.7%	-5.2%
40	Cc1cc(N2CCOCC2)n2ncc(-c3ccccc3Cl)c2n1	-7.3%	-3.3%	12.6µM*	6.2%	2.6%
41	COc1ccc(-c2cc3c(nn2)-c2ccccc2C3=O)cc1	-15.3%	12.3%	-20.4%	-6.1%	7.31µM*

cpd	GLP1R inv ag	GLP-1R agonist	HT1080-NT tox	KB-3-1 tox
33	-2.0%	-11.1%	-0.3%	-1.0%
34	17.3%	21.3%	16.7%	0.7%
35	7.9%	-19.8%	9.2%	3.2%
36	3.7%	-7.3%	7.1%	4.5%
37	42.0%[activator]	19.3%	0.7%	8.0%
38	?	8.1%	-6.5%	-12.0%
39	0.0%	-2.6%	15.2%	10.5%
40	55.6%[activator]	7.2%	-1.7%	-15.5%
41	?	-7.0%	-23.9%	?

Screening results (PubChem BioAssay)

Rows were taken by chance; overall some 9.4% were active at least once.
